SF-1 act: activators of human nuclear receptor SF-1 | Q13285 | CHO-K1 Gal4-SF-1 LBD luciferase reporter; % increase over DMSO SF-1-specific signal | activation, % at 10 µM | actives 1.9% (n = 65,000);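 active = activation above the mean activation of all tested compounds plus 3 SD, cut at about 50% in these data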
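Test system: CHO-K1 cells co-transfected with Gal4 DBD–human SF-1 LBD, 5xGal4 luciferase reporter. Quantity: 4,000 cells per well. Compound: 10 µM only. Incubation: compound added 1 h post-seeding, 20 h exposure at 37 °C, 5% CO2. Detection: SteadyLite luciferase luminescence. Replication: one test per compound.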
TNAP act DEA: human TNAP activation, intermediate phosphate acceptor | P05186 | purified TNAP, CDP-star luminescence, 100 mM DEA, 30 min; active compounds read high; scale: 0 levamisole-inhibited, 1 vehicle-only enzyme | activation factor at 20 µM | 64,000 tested, under 10 active | AID 813;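 active = activation factor of at least 2 at 20 µM, relative to controls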
RORA act: RORA (human) activation | P35398 | CHO-K1 Gal4-RORA LBD luciferase reporter, luminescence; percent increase over mock-subtracted basal signal | activation, % at 10 µM | actives 1.5% (n = 65,000);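 active = activation above the mean of all tested compounds plus 3 SD, cut at about 49% in these data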;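 also: 0% = DMSO-treated RORA cells and 100% = added signal equal to DMSO minus mock-transfected cells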
Target sequence (P35398 whole entry, looked up, the tested form may be a part): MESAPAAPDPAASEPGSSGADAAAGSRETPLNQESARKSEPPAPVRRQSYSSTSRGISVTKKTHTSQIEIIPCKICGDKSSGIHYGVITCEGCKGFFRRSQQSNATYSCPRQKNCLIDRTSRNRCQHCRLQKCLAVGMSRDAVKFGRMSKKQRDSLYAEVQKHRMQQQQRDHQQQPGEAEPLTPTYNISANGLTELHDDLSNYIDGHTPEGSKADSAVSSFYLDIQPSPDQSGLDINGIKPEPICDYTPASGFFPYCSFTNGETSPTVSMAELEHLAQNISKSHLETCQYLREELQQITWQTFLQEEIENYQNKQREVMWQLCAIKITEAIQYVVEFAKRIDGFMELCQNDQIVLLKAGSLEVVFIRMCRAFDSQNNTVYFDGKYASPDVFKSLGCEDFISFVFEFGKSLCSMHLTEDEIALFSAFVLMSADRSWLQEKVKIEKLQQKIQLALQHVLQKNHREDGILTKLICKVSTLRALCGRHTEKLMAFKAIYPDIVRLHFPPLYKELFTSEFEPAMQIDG
A340 absorber: compound absorbs light at 340 nm. 65,000 tested, under 10 active. compound absorbance at 340 nm, fold over control. fold change at 10 µM;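 active = at 10 µM dose, initial 340 nm absorbance at least 2 fold that of control wells; inactive = change under 2 fold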;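 also: initial absorbance extrapolated from kinetic A340 decline of NADH oxidation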
5HT1a ag: activates the human 5-HT1a serotonin receptor. P08908. CHO 5-HT1a Ga15 NFAT-bla reporter, FRET ratio; 0% basal, 100% maximal reference agonist. actives 0.56% (n = 65,000). activation, % at 10 µM;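 active = activation above the screen-wide mean activation plus 3 SD, cut at about 19% in these data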;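 also: 0% = DMSO wells and 100% = 5-CT at EC100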
Target sequence (P08908 whole entry, looked up): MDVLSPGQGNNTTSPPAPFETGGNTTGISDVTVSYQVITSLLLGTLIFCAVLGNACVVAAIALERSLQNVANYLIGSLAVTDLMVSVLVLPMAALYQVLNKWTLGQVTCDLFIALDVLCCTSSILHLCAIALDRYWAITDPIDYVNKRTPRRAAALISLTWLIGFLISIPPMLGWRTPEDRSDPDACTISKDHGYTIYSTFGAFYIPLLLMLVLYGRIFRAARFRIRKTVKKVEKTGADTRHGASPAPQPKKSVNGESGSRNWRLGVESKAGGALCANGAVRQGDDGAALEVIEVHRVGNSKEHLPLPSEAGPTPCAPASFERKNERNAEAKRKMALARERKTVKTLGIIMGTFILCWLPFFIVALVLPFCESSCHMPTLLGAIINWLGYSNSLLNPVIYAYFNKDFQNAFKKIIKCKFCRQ
Autofluor 339: intrinsic fluorescence of library compounds, ex339/em460 – biochemical, MLSMR library, data from DPM-DC assay, artefact control, profiling panel; fluorescence fold increase at 10 µM; AID 709; compound autofluorescence, ex339/em460 nm, NADH buffer; active compounds read high; 1 = no-compound wells, NADH background; actives 5.5% (n = 65,000);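 active = at 10 µM, mean starting fluorescence two-fold or more over control wells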;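 also: signal is the first read of a kinetic run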
MMP-13 inhibitor: MMP13 (human) collagenase inhibition. P45452. MMP-13 fTHP FRET cleavage, Mca fluorescence. inhibition, % at 4 µM. actives 0.07% (n = 65,000). AID 570;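 active = inhibition above the mean of compound-free control plate wells plus 3 SD, cut at about 14% in these data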;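 also: 0% = DMSO wells and 100% = wells with reference MMP-13 inhibitor after basal subtraction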
5-HT1A blocker: antagonists of human 5-HT1a serotonin receptor; CHO 5-HT1a Ga15 NFAT-bla reporter, antagonist mode; actives 0.68% (n = 62,000); P08908; inhibition, % at 10 µM;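 active = inhibition above the mean of all tested compounds plus 3 SD, cut at about 43% in these data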;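 also: receptor stimulated by 5-CT agonist at 100 nM near EC80; beta-lactamase reporter measured by ratiometric fluorescence of a cleavable substrate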
NADH enzymes: inhibition of NAD/NADH coupling enzymes, library profiling; coupled PK/LDH NADH assays, four targets; actives 0.02% (n = 65,000); IC50, µM (highest dose often 10 µM), for inactives: top-dose inhibition;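 active = single-dose screening hits from any of four coupled enzyme assays that gave an IC50 when retested across doses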;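 also: the DPM-DC format reads NADH fluorescence rather than 340 nm absorbance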
Numbers without * were called inactive; x = not tested or not shown; & = joins results of further samples; [ ] = dose if it differs, or a comment.

Screens in order: 5-HT1A blocker	SF-1 act	A340 absorber	5HT1a ag	RORA act	MMP-13 inhibitor	NADH enzymes	Autofluor 339	TNAP act DEA
- Cc1ccc2sc(NC(=O)CN3C(=O)CCC3=O)nc2c1C
    31	-28	1	0.5	10	3	6%	1.1	1
- CC1(C)OC(=O)C(=CNc2ccccc2)C(=O)O1
    -8	5	1	-4.3	6	2	6%	0.96	0.9
- C=CCOC(=O)Nc1ccc(Cl)cc1NC(=O)OCC=C
    6	1	1	-5.1	20	4	9%	1.1	0.9
- Cc1nn(C)c(C)c1S(=O)(=O)NCc1cccs1
    -1	-15	1	0.2	4	6	4%	1.1	1
- Cn1c(=O)c2c(nc(SCC(=O)N3CCCc4ccccc43)n2C)n(C)c1=O
    -12	0	0.99	0.4	-7	-3	3%	1	0.9
- Cc1sc2nc(SCC(=O)NCc3ccco3)[nH]c(=O)c2c1C
    16	-5	1.1	-2.7	-2	-8	4%	1.1	0.9
- CN(C)c1ccc(CN2CCCC(O)C2)cc1 (configuration not stated)
    20	2	1	-2.3	3	-2	2%	1.1	1
- CN(C)CCCN1C(=O)C(=O)/C(=C(/O)c2ccc(S(=O)(=O)N(C)C)cc2)C1c1ccncc1 (configuration not stated)
    -1	6	1.1	0.7	-23	1	2%	1	0.9
- COc1ccc(NC(=O)Nc2ccccc2C(=O)N2CCCC2)cc1
    8	2	1.1	0.3	8	1	5%	1.1	0.9
- CCOC(=O)/C=C1\NC(C)(C)Cc2cc(OC)c(O)cc21
    -6	-7	1	-3.6	-6	3	6%	1	1
- O=C(C1CCN(S(=O)(=O)c2cccc3cccnc23)CC1)N1CCN(c2ccccn2)CC1
    -2	12	1	2.2	-3	-13	4%	1.3	1
- CCCNc1ncccc1C(N)=O
    -4	9	1	-3.2	16	-31	6%[fluoresces]	3.4*	1
- Cc1cc(Cl)c(S(=O)(=O)N2CCCCCC2)cc1OCC(N)=O
    5	5	1	-2.5	6	2	1%	1.1	0.9
- N#Cc1nc(-c2ccco2)oc1N1CCN(C(c2ccccc2)c2ccccc2)CC1
    10	1	1.1	0.0	7	-6	7%	1.9	1
- CCN(CC)CCNC(=O)NC1CCCCC1
    -15	12	1	-1.0	3	7	7%	0.84	0.9
- Cc1cc(NCc2ccc(F)cc2Cl)n2nnnc2n1
    9	-10	0.99	-4.2	18	5	5%	1.1	0.9
- O=C(Nc1ccc(Cl)c(Cl)c1)N(Cc1cccnc1)Cc1ccco1
    20	0	0.99	-0.7	1	2	6%	1	0.9
- COc1ccc2nc(NC3=NCCC3)sc2c1
    -20	36	1.1	0.4	21	-1	5%	1	0.9
- CCCCS(=O)(=O)Nc1ccc(C(=O)NCC2CCCO2)cc1 (configuration not stated)
    -8	-4	1.1	-1.4	-3	1	4%	1.1	1
- COC(=O)c1[nH]c2cccc(C)c2c1NC(=O)CN1CCCc2ccccc21
    24	-21	1	-2.9	-16	-3	2%	1.1	0.9
- COC(=O)c1ccc(NC(=O)C2CCCN2S(=O)(=O)c2ccc(C)cc2)cc1 (configuration not stated)
    3	-6	1	-0.7	-20	10	5%	1	0.9
- Cn1cnc2nc3n(c2c1=O)CCC3
    x	x	1	x	x	x	2%	1	1
- CN(C)S(=O)(=O)c1ccc(-c2ccccc2)cc1
    -10	2	1	-1.3	8	-1	2%	1.1	0.9
- CN(C)P(=NC(=O)COc1ccc(Cl)cc1Cl)(N(C)C)N(C)C
    -5	-1	1	-1.9	6	-11	4%	1.1	0.9
- COC(=O)c1[nH]c2cccc(OC)c2c1NC(=O)CN1CCOCC1
    4	8	1.1	0.6	-2	-18	3%	2.9*	0.9
- CC(C)c1nc(N2CCCC2)c(C#N)c2c1CCCC2
    -8	-8	1.1	-1.4	0	-13	1%[fluoresces]	2.1*	0.9
- CC1CCCCN1S(=O)(=O)c1coc(C(N)=O)c1 (configuration not stated)
    -2	-4	1.1	-1.9	12	0	8%	1.1	0.9
- COc1cc(NS(=O)(=O)c2ccc(NC(=O)C3CCCO3)cc2)nc(OC)n1 (configuration not stated)
    2	-18	1	-4.3	-3	-3	8%	1.1	0.9
- c1ccc(-c2csc(-n3cnnn3)n2)cc1
    -7	-6	0.97	-1.5	-14	0	9%	1.2	0.9
- CCOC(=O)c1ccc(S(=O)(=O)Nc2ccccc2-c2nnn(CC)n2)cc1
    12	-14	0.98	-1.9	-12	5	7%	1.1	0.9
- CCN(CC)CCCNC(=O)c1cn(CCOC)c(=O)c2c1c1ccccc1n2C
    11	-3	1	-1.6	-9	-51	8%[fluoresces]	4.4*	0.9
- O=C(CSc1nnc(COc2cccc3cccnc23)o1)N1CCc2ccccc21
    -15	-53	1	-0.3	-59	-7	8%	1.1	0.9
- CC1CCN(c2c(NCc3ccc(C(=O)NCC4COc5ccccc5O4)cc3)c(=O)c2=O)CC1 (configuration not stated)
    4	-3	1.1	0.5	12	6	13%	1.1	1.1
- Cc1ccccc1Nc1nc(N)nc(CSc2nnnn2-c2ccccc2)n1
    5	-7	0.99	0.4	-22	2	5%	1.1	0.9
- O=C(Cn1nnc(-c2ccc(N3CCOCC3)cc2)n1)OC1CCCCC1
    8	2	1	-3.2	2	-2	3%	1.1	0.9
- CCOc1ccccc1Nc1nc2ccccc2n2cnnc12
    -15	6	1.1	1.5	38	1	13%[fluoresces]	2.1*	0.9
- CC1=C(C(=O)OCC2CCCO2)C(c2ccc(C)o2)C2=C(CC(c3ccc(N(C)C)cc3)CC2=O)N1 (configuration not stated)
    4	-3	1.1	3.0	-5	3	8%	1.1	0.9
- CN(C(=O)CN1CCC(NC(=O)C2CCCCC2)CC1)C1CCCCC1
    -4	0	1	-1.1	14	8	8%	1.1	1
- O=C(Nc1ccc2c(c1)OCO2)c1ccc(CN2CCOCC2)cc1
    5	52*	0.99	0.0	49*	6	1%	1	0.9
- CCc1cc2c(=O)c(-c3nc4ccccc4n3C)c(C)oc2c(CN2CCOCC2)c1O
    -2	-12	1.1	2.4	13	-16	5%[fluoresces]	2.1*	1.1
- COc1cccc(C(=O)N(Cc2ccco2)Cc2cc3cccc(C)c3[nH]c2=O)c1
    2	-6	1	0.9	22	0	9%	1.6	0.9
- CCCCc1ccc(NC(=O)N[C@H](C(=O)O)C(C)C)cc1
    -6	2	1	-0.6	14	1	1%	1.1	0.9
- COC(=O)c1ccc(CSc2nnc(SCc3ccc(C(=O)OC)o3)s2)o1
    12	8	1	-1.3	-9	-1	1%	1.1	x
- O=C(NCc1cccs1)C1CCN(S(=O)(=O)c2cccs2)CC1
    -5	-8	0.99	-2.5	11	2	3%	1	0.8
- Cc1ccc(C2CC(=O)N3CN(Cc4ccco4)CSC3=C2C#N)cc1 (configuration not stated)
    29	7	1.1	-2.6	-4	3	6%	1.1	1
- CCOC(=O)c1sc(NC(=O)CSc2nncs2)c(C(=O)OCC)c1C
    -28	0	1	-0.1	7	2	5%	1.1	0.9
- CCSc1nc2n(n1)C(c1cccc(F)c1)C1=C(CCCC1=O)N2 (configuration not stated)
    -5	-14	1.1	-0.3	-12	-10	8%	2.6*	1
- CCc1cccc(CC)c1N(COC)C(=O)Cn1c(C(C)O)nc2ccccc21 (configuration not stated)
    -7	-21	0.96	0.6	4	-4	6%	1.1	1
- Cc1nc2ncnn2c(C)c1CCC(=O)NCCCN1CCN(c2cccc(Cl)c2)CC1
    39	-4	0.99	3.0	30	2	3%	1	0.9
- CN1C(C(=O)Nc2ccccn2)=C(O)c2ccccc2S1(=O)=O
    x	-10&-12	1.1&1	-1.1&0.4	-15&-14	-1&-6	5%&3%	1&0.68	0.9&0.9
- COc1cc(-c2nnc(-c3cccs3)o2)cc(OC)c1OC
    2	-8	1	1.5	-14	-45[fluorescence artefact?]	13%	2.5*	0.9
- Cc1ccc(NC(=O)CSc2nnc(-c3ccco3)c(-c3ccco3)n2)cc1
    x	28	1.1	-2.5	-4	3	1%	0.99	0.8
- Cc1cc(C(=O)Nc2c(C)nn(Cc3c(Cl)cccc3Cl)c2C)no1
    1	-2	0.99	-2.1	5	4	5%	1.1	1
- Cc1cccc(NC(=O)c2ccc3ccccc3n2)n1
    18	99*	1.1	-0.8	83*	2	1%	1	0.9
- COc1ccc2[nH]c(=O)c(CN(Cc3nnnn3Cc3ccccc3)CC3CCCO3)cc2c1 (configuration not stated)
    26	11	1.1	-1.3	-8	-40	10%	2.1*	0.8
- CCCCOc1ccc(C(=O)NCC(=O)NCC(=O)OCC)cc1
    x	3	1	0.2	-12	0	5%	1	0.9
- COc1ccc(NC(=O)NCc2ccccn2)cc1OC
    2	2	1	-2.7	-9	-4	2%	1.1	1
- Cn1c(=O)c2c(nc(SCc3cccnc3)n2Cc2ccccc2)n(C)c1=O
    -10	8	1	2.8	0	1	6%	1	0.9
- Cc1nnc2sc(-c3cccc(NC(=O)c4cccnc4)c3)nn12
    1	3	1	2.1	-14	1	1%	1	1
- COc1ccc(-n2nc(C(=O)NCC(=O)NCC3CCCO3)c3ccccc3c2=O)cc1 (configuration not stated)
    1	2	0.97	-0.8	-6	-3	4%	1.5	0.9

3 entries out of the list, arranged by SMILES length, ascending.
Screens in order: 5-HT1A blocker	SF-1 act	A340 absorber	5HT1a ag	RORA act	MMP-13 inhibitor	NADH enzymes	Autofluor 339	TNAP act DEA
- COc1cc(-c2nnc(-c3cccs3)o2)cc(OC)c1OC
    2	-8	1	1.5	-14	-45[fluorescence artefact?]	13%	2.5*	0.9
- CCCCc1ccc(NC(=O)N[C@H](C(=O)O)C(C)C)cc1
    -6	2	1	-0.6	14	1	1%	1.1	0.9
- Cc1ccc(C2CC(=O)N3CN(Cc4ccco4)CSC3=C2C#N)cc1 (configuration not stated)
    29	7	1.1	-2.6	-4	3	6%	1.1	1

Next part
Screens in order: 5-HT1A blocker	SF-1 act	A340 absorber	5HT1a ag	RORA act	MMP-13 inhibitor	NADH enzymes	Autofluor 339	TNAP act DEA
- COc1cc(OC)c(C2Oc3nc(SC)nnc3-c3ccccc3N2C(C)=O)cc1OC (configuration not stated)
    -1	26	1.1	-0.6	17	-1	6%	1	0.9
- CN(C)CCCN1C(=O)C(O)=C(C(=O)c2cc3ccccc3o2)C1c1ccccc1 (configuration not stated)
    x	16	1.1	0.4	3	4	7%	1.1	0.8
- O=C(NCc1cccnc1)C1CC(=O)N(C2CCCCC2)C1 (configuration not stated)
    -4	-2	0.98	-2.4	4	4	5%	1	0.9
- CCOC(=O)N1CCN(C(=O)c2cc3c(=O)[nH]c4ccccc4c3s2)CC1
    -6	13	1.1	1.0	-11	-33	13%[fluoresces]	3.7*	0.9
- Cc1csc2nc(CNC(=O)c3cccc(C(F)(F)F)c3)cn12
    5	2	1	-2.5	-4	3	5%	1.1	0.9
- O=C(NCN1CCN(c2ccccn2)CC1)c1cnccn1
    3	2	1	-1.0	23	-2	6%	1.1	0.9
- c1ccc(Cn2nnnc2CN2CCCC2)cc1
    4	4	1	-1.3	2	-8	5%	1	0.9
- COC(=O)C1=C(C(=O)c2ccc(C)cc2)C(c2ccc(O)c(OC)c2)n2nnnc2N1 (configuration not stated)
    -8	-8	1	0.8	3	2	7%	1.1	0.9
- Cc1ccc2c(C)[nH]c(=O)cc2c1
    0	-24	1	-2.6	-16	-2	7%	0.93	1
- O=C(NCCC(=O)N1CCN(c2ncccn2)CC1)c1ccccc1
    -8	5	0.97	-2.2	18	-1	6%	1.2	1
- CCCCN(CCCNC(=O)C1CCN(S(=O)(=O)N2CCOCC2)CC1)Cc1ccccc1
    -1	-5	0.99	-2.7	-6	-2	8%	1.1	1
- COC(=O)c1cn(NC(=O)c2ccc3c(c2)OCO3)c(=O)c2ccccc12
    -4	-2	1.1	-0.6	16	5	4%	1.1	0.9
